High-throughput results from PubChem.
PTAP TSG101 blk: blocks PTAP/TSG101 interaction to inhibit HIV-1 budding; Q99816; Fluorescence polarization, FITC-PTAP peptide / Tsg101 binding; Potency, µM (titrated, usually from 115 µM), without a hit: at the highest dose activity change, negative = inhibition, usual class: inhibitors; 340,000 tested, under 10 active; AID 493005; active means well fitted inhibition curve with a large enough effect in the main read-out, with a control signal flat, not every such curve was filed as active; inconclusive means small, poorly fitted or top-dose-only effect, or effect the other way, or a change in a side signal; inactive means no such curve, though single readings can be large or run the other way; further: potency means the concentration at half of the fitted maximal effect; % of control where 0% means no effect
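Steps: Tsg101 binding domain dispensed (10 uM final), compounds pinned in DMSO, FITC-labeled PTAP-motif peptide added (50 nM final); after 20 min binding at room temperature, polarization measured.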
TSHR antagonist: human thyrotropin receptor antagonism; P16473; activity change, negative = inhibition, % at 11.5 µM; 0.2% of 330,000 active; TSHR-expressing cells, TSH-stimulated cAMP HTRF, 2 h; active compounds read low;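 active means activity change below a set negative limit, meaning inhibition stronger than a set level, cut at about -70% in these data; inconclusive means activity change between two set negative limits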; further: on the % scale 0 is the no-effect control and ±100 the full control effect
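Read-out is FRET at 665 nm (cryptate excitation 337 nm) from a cryptate-tagged anti-cAMP antibody, competed by cell cAMP against cAMP-d2. Compounds are tested on freshly harvested TSHR cells challenged with 4nM TSH (EC80) for 2 hours at 37 deg C.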
ELG1 DNA repair: ELG1-dependent DNA repair inhibition. HEK293T ELG1-luciferase reporter, luminescence, 16 h; DNA damage induced by 5-fluorouridine. Potency, µM (doses to about 46.1 µM), inactives show at the highest dose activity change, negative = inhibition, actives largely listed as inhibitors. 2.3% of 330,000 active; further: potency means the concentration at half of the fitted maximal effect; on the % scale 0 is the no-effect control and ±100 the full control effect; nearly all actives have a fitted effect of over 55% in size
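Step one: seed 2,000 cells per well. Step two: pin-transfer compound or DMSO alongside 5-fluorouridine. Step three: incubate 16 hr, 37 °C, 5% CO2. Step four: add ONE-Glo, wait 30 min, read luminescence.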
Mito fusion act: mitochondrial division inhibition or fusion activation; S. cerevisiae fusion-defective mutant growth rescue, CellTiterGlo 48 h; AID 485298; 0.23% of 320,000 active; Potency, µM (top dose mostly 46.1 µM), without a hit: at the highest dose growth rescue (activation), actives largely listed as activators;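 further: potency means the concentration at half of the fitted maximal effect; % of control where 0% means no effect; nearly all actives have a fitted effect of over 45% in size; temperature-sensitive fusion mutants such as fzo1-1 at 37 °C on non-fermentable ethanol glycerol medium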
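S. cerevisiae fusion-defective temperature-sensitive mutants (e.g. fzo1-1, mgm1-5) grown 48 h at 37C in YPEG (ethanol/glycerol non-fermentable) medium with 23 nl compound per well; growth rescue read as CellTiterGlo luminescence.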
Chronic BCR inh: chronic active BCR signaling inhibition | ABC-DLBCL IkBa-CBG/CBR reporter, luminescence ratio, 4 h | Potency, µM (highest dose often 46.1 µM), for inactives: at the top dose ratio change, negative = lower green/red ratio, actives largely listed as inhibitors | 0.05% of 340,000 active | AID 493014; active means well fitted inhibition curve with a large enough effect in the signal ratio, with a control signal flat, not every such curve was filed as active; inconclusive means small, poorly fitted or top-dose-only effect, or effect the other way, or a change in a side signal; the % refers to the signal ratio;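 further: potency means the concentration at half of the fitted maximal effect; plate controls were basal doxycycline-induced cells for no effect and cells given 10 µM MG132 for full effect; MG132 reads +100%, hits lower the ratio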
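TMD8 ABC-DLBCL cells carrying doxycycline-inducible green luciferase fused to IkappaBalpha plus unfused red luciferase were exposed to compounds (up to 46 uM) for 4 hrs at 37C. Activity came from the overlap-corrected green/red luminescence ratio.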
USP2a inh: blocks human ubiquitin-specific protease USP2a. USP2 core, Ub-CHOP2 coupled fluorogenic reporter, 485/531. Potency, µM (highest dose often 38.3 µM), without a hit: at the highest dose activity change, negative = inhibition, usual class: inhibitors. 0.01% of 330,000 active;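 further: potency means the concentration at half of the fitted maximal effect; plate controls were DMSO wells for no effect and full inhibition by NEM control for full effect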
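USP2 core (10nM final) preincubated 30min RT with compound in 20mM Tris-HCl pH 8.0, 2mM CaCl2, 2mM beta-mercaptoethanol, 0.05% CHAPS; 25nM Ub-CHOP2 plus 25nM reporter substrate added, fluorescence (Ex485/Em531) read after 60min.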
B2AR arrestin: agonists driving beta-arrestin recruitment to human beta2-adrenergic receptor; P07550; beta-arrestin recruitment to beta2AR, cell-based reporter; Potency, µM (highest dose often 46.1 µM), for the others: at the highest dose activation, usual class: activators; 0.02% of 330,000 active;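 further: potency means the concentration at half of the fitted maximal effect; 0% = DMSO controls and full agonism = EC100 isoproterenol or metaproterenol; nearly all actives have a fitted effect of over 65% in size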
Target sequence (P07550 whole entry, looked up): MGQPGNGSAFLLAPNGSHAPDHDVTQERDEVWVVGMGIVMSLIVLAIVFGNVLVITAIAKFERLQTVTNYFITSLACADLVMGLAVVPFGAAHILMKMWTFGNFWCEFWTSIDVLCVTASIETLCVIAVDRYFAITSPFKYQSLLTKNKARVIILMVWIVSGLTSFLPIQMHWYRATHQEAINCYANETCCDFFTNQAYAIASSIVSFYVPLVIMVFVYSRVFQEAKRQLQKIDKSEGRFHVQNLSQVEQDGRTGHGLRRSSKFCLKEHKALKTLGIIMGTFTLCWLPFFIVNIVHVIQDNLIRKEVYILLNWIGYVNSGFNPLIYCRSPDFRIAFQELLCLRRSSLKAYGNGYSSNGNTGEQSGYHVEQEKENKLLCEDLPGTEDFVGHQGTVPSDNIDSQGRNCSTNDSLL
uPA generation: blocks generation of uPA at the cell surface. 0.31% of 330,000 active. cell surface uPA generation assay, qHTS. Potency, µM (doses to about 38.3 µM), inactives show top-dose activity change, negative = inhibition, most hits filed as inhibitors; active means well fitted inhibition curve with a large enough effect; inconclusive means small, poorly fitted or top-dose-only effect; inactive means no such curve, though single readings can be large or run the other way; tested in mouse RAW 264.7 cells; further: potency means the concentration at half of the fitted maximal effect; on the % scale 0 is the no-effect control and ±100 the full control effect; nearly all actives have a fitted effect of over 55% in size
Tb PFK inh: inhibitors of T. brucei phosphofructokinase. T. brucei PFK, ADP-Glo luminescence. Potency, µM (series often up to 57.5 µM), for inactives: at the top dose activity, negative = inhibition, hits mostly inhibitors. 0.17% of 330,000 active;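 further: potency means the concentration at half of the fitted maximal effect; 0% = uninhibited 1x PFK enzyme wells and -100% = no-enzyme wells; nearly all actives have a fitted effect of over 60% in size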
Target sequence (O15648 whole entry, looked up): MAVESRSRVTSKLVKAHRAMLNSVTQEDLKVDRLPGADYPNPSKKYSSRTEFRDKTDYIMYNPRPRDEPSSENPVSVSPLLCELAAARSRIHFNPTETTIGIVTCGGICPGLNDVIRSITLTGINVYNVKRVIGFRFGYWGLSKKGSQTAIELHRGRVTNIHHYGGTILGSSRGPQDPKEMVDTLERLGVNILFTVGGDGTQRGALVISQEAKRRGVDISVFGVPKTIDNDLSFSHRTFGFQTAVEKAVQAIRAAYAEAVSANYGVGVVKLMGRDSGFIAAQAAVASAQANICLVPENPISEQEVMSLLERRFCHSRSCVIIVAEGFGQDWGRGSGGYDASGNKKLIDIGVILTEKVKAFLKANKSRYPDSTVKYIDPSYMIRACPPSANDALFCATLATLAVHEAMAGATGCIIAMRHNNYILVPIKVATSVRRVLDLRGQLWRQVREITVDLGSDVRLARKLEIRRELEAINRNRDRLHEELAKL
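In TEA buffer at pH 8.0 with 5 mM MgCl2, enzyme (1.25 nM) converted F6P (0.5 mM) and ATP (0.1 mM) for 45 min at room temperature. ADP product was read by luciferase luminescence.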
Eya2 phos inh: Eya2 (human) phosphatase inhibition; recombinant Eya2, OMFP fluorescence dephosphorylation (OMFP is methylfluorescein phosphate); O00167; Potency, µM (highest dose often 76.9 µM), for inactives: top-dose activity, negative = inhibition, hits mostly inhibitors; 0.006% of 330,000 active; further: potency means the concentration at half of the fitted maximal effect; on the % scale 0 is the no-effect control and ±100 the full control effect
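Eya2 (0.2 uM) preincubated 10 min at ambient with compound, then OMFP substrate added at 50 uM; 10 min reaction in 50 mM HEPES pH 7.5, 50 mM NaCl, 5 uM MgCl2, 0.05% BSA, 1 mM DTT. Fluorescence read at Ex 485/Em 525 nm.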
TCR act: T cell receptor activation. primary human leukocytes, anti-CD3, IL-2 HTRF, 48 h. Potency, µM (highest dose often 9.22 µM), for the others: top-dose activation of IL-2 secretion, usual class: activators. 330,000 tested, under 10 active. AID 504894; further: % of control where 0% means no effect
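Using a-CD3 beads without co-stimulation, primary human leukocytes were exposed to compounds for 48 hr. An HTRF IL-2 kit measured the cytokine, with europium-to-d2 energy transfer producing emission at 665nm upon 320nm excitation.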
An asterisk follows results filed as active; [ ] = another dose, or the depositor's remark. Unless noted, the call rests on the fitted dose curve; in most records, active means well fitted curve in the direction sought with a large enough effect; inconclusive means small, poorly fitted or top-dose-only effect, or another doubt; inactive means no such curve, though single readings can be large; an effect the other way counts as inactive or inconclusive. Rows are unselected. Share with any hit: about 3%.

A first look (two entries):
Screening O=CN1CCN(C2CC(=O)N(c3ccc(Br)cc3)C2=O)CC1 (configuration not stated) returned PTAP TSG101 blk -7%, TSHR antagonist 13, ELG1 DNA repair 0%, Mito fusion act -20%, Chronic BCR inh -1%, USP2a inh 3%, B2AR arrestin 0.0%, uPA generation -3%, Tb PFK inh 3%, Eya2 phos inh 7% and TCR act 1%.
COc1ccc(NS(=O)(=O)c2cn(C)c(=O)n(C)c2=O)c(OC)c1 was read as PTAP TSG101 blk -6%, TSHR antagonist 8, ELG1 DNA repair 19%, Mito fusion act 5%, Chronic BCR inh 7%, USP2a inh 2%, B2AR arrestin -0.2%, uPA generation 5%, Tb PFK inh -3%, Eya2 phos inh -5% and TCR act 0%.

The list itself, previewed entries included:
Screening O=CN1CCN(C2CC(=O)N(c3ccc(Br)cc3)C2=O)CC1 (configuration not stated) returned PTAP TSG101 blk -7%, TSHR antagonist 13, ELG1 DNA repair 0%, Mito fusion act -20%, Chronic BCR inh -1%, USP2a inh 3%, B2AR arrestin 0.0%, uPA generation -3%, Tb PFK inh 3%, Eya2 phos inh 7% and TCR act 1%.
COc1ccc(NS(=O)(=O)c2cn(C)c(=O)n(C)c2=O)c(OC)c1 was read as PTAP TSG101 blk -6%, TSHR antagonist 8, ELG1 DNA repair 19%, Mito fusion act 5%, Chronic BCR inh 7%, USP2a inh 2%, B2AR arrestin -0.2%, uPA generation 5%, Tb PFK inh -3%, Eya2 phos inh -5% and TCR act 0%.
`O=C(CCNC(=O)c1ccco1)Nc1ccc(C(F)(F)F)cc1` gave PTAP TSG101 blk -2%, TSHR antagonist -8, ELG1 DNA repair inconclusive, Mito fusion act -19%, Chronic BCR inh 1%, USP2a inh 1%, B2AR arrestin 0.4%, uPA generation 0%, Tb PFK inh -1%, Eya2 phos inh 0% and TCR act 3%.
For Nc1ccc(Oc2ccc3nc(-c4ccccc4)c(-c4ccc([N+](=O)[O-])cc4)nc3c2)cc1 the results were PTAP TSG101 blk -6%, TSHR antagonist 1, ELG1 DNA repair -10%, Mito fusion act 3%, Chronic BCR inh 13%, USP2a inh 1%, B2AR arrestin -0.2%, uPA generation 2%, Tb PFK inh -1%, Eya2 phos inh -10% and TCR act 2%.
For CC12CCC(=O)N1C(C(=O)Nc1cccc(S(=O)(=O)N3CCCCCC3)c1)CS2 (configuration not stated) the results were PTAP TSG101 blk -3%, TSHR antagonist 13, ELG1 DNA repair -20%, Mito fusion act 7%, Chronic BCR inh -12%, USP2a inh 1%, B2AR arrestin -0.1%, uPA generation -1%, Tb PFK inh -4%, Eya2 phos inh -26% and TCR act -3%.
`Cn1c(SCC(=O)NCc2ccc(F)cc2)nc2ccccc21` gave PTAP TSG101 blk -3%, TSHR antagonist 0, ELG1 DNA repair -3%, Mito fusion act -1%, Chronic BCR inh -7%, USP2a inh -1%, B2AR arrestin -0.7%, uPA generation -5%, Tb PFK inh 0%, Eya2 phos inh 15% and TCR act 2%.
O=C(N[C@@H](Cc1ccccc1)C(=O)OCc1ccccc1)c1nc[nH]c1C(=O)N1CCN(c2ccccc2)CC1 was read as PTAP TSG101 blk -3%, TSHR antagonist 2, ELG1 DNA repair -11%, Mito fusion act -32%, Chronic BCR inh inconclusive, USP2a inh -5%, B2AR arrestin -0.3%, uPA generation -4%, Tb PFK inh 1%, Eya2 phos inh 4% and TCR act -2%.
Screening CCOc1ccc(C(=O)C(C)OC(=O)Cn2c(C)csc2=O)cc1 (configuration not stated) returned PTAP TSG101 blk 2%, TSHR antagonist 2, ELG1 DNA repair 23%, Mito fusion act 3%, Chronic BCR inh 2%, USP2a inh 5%, B2AR arrestin 0.2%, uPA generation -1%, Tb PFK inh -2%, Eya2 phos inh 9% and TCR act 7%.
Screening O=C1C=C(Nc2ccccc2)C(=O)c2ccccc21 returned PTAP TSG101 blk -3%, TSHR antagonist -8, ELG1 DNA repair inconclusive, Mito fusion act -2%, Chronic BCR inh inconclusive, USP2a inh -3%, B2AR arrestin -0.3%, uPA generation inconclusive, Tb PFK inh -6%, Eya2 phos inh -10% and TCR act -2%.
Screening COc1ccc(-c2c(C)nn3c(-c4ccccc4)cc(C)nc23)cc1 returned PTAP TSG101 blk -7%, TSHR antagonist -7, ELG1 DNA repair inconclusive, Mito fusion act -7%, Chronic BCR inh 4%, USP2a inh 6%, B2AR arrestin -0.1%, uPA generation -2%, Tb PFK inh -2%, Eya2 phos inh -2% and TCR act 4%.
Fc1ccc(-c2n[nH]c(=S)n2CC2CCCO2)cc1 (configuration not stated) was read as PTAP TSG101 blk -1%, TSHR antagonist 1, ELG1 DNA repair 9%, Mito fusion act -2%, Chronic BCR inh -22%, USP2a inh -1%, B2AR arrestin 0.0%, uPA generation -6%, Tb PFK inh 4%, Eya2 phos inh -1% and TCR act 9%.
CCCOc1cccc(C(=O)NC(=S)Nc2ccccc2)c1 was read as PTAP TSG101 blk -1%, TSHR antagonist -3, ELG1 DNA repair inconclusive, Mito fusion act 8%, Chronic BCR inh -1%, USP2a inh -1%, B2AR arrestin 0.0%, uPA generation 1%, Tb PFK inh 1%, Eya2 phos inh -7% and TCR act 0%[46.1 µM].
For O=C1NC(c2ccco2)Nc2sc3c(c21)CCN(Cc1ccccc1)C3 (configuration not stated) the results were PTAP TSG101 blk inconclusive, TSHR antagonist 24, ELG1 DNA repair -16%, Mito fusion act 3%, Chronic BCR inh 30%, USP2a inh 22%, B2AR arrestin -0.3%, uPA generation -7%, Tb PFK inh -10%, Eya2 phos inh 5% and TCR act 16%.
`COCCNc1c([N+](=O)[O-])c(=O)n(-c2ccccc2)c2ccccc12` gave PTAP TSG101 blk -1%, TSHR antagonist 1, ELG1 DNA repair 2%, Mito fusion act 13%, Chronic BCR inh -1%, USP2a inh 2%, B2AR arrestin 0.5%, uPA generation 1%, Tb PFK inh 0%, Eya2 phos inh 4% and TCR act 1%[46.1 µM].
`O=C(O)c1ccc(CSc2nnc(-c3ccncc3)n2-c2ccc(Cl)cc2)cc1` gave PTAP TSG101 blk 1%, TSHR antagonist -8, ELG1 DNA repair 8%, Mito fusion act -1%, Chronic BCR inh 1%, USP2a inh 2%, B2AR arrestin -0.1%, uPA generation -3%, Tb PFK inh 11%, Eya2 phos inh -10% and TCR act 1%.
For COc1ccc(NS(=O)(=O)c2ccc3c(c2)Cc2ccccc2-3)cn1 the results were PTAP TSG101 blk -6%, TSHR antagonist -42, ELG1 DNA repair inconclusive, Mito fusion act inconclusive, Chronic BCR inh inconclusive, USP2a inh 2%, B2AR arrestin -1.1%, uPA generation -2%, Tb PFK inh 0%, Eya2 phos inh 16% and TCR act 2%.
Screening CC1CCCN(C(=O)COC(=O)c2cc([N+](=O)[O-])ccc2N2CCOCC2)C1 (configuration not stated) returned PTAP TSG101 blk -2%, TSHR antagonist -3, ELG1 DNA repair -2%, Mito fusion act -3%, Chronic BCR inh inconclusive, USP2a inh 0%, B2AR arrestin 0.1%, uPA generation 3%, Tb PFK inh 1%, Eya2 phos inh -5% and TCR act 0%.
For CCCC(C)NC(=O)CSc1nc2ccc(C)cc2[nH]1 (configuration not stated) the results were PTAP TSG101 blk -10%, TSHR antagonist -3, ELG1 DNA repair -15%, Mito fusion act -2%, Chronic BCR inh 1%, USP2a inh 3%, B2AR arrestin -0.3%, uPA generation 2%, Tb PFK inh 0%, Eya2 phos inh -11% and TCR act -14%.
COc1ccc(/C=N/NC(=O)c2ccc(Cn3cc([N+](=O)[O-])cn3)o2)cc1O was read as PTAP TSG101 blk -8%, TSHR antagonist -3, ELG1 DNA repair 8%, Mito fusion act 0%, Chronic BCR inh inconclusive, USP2a inh 0%, B2AR arrestin 0.2%, uPA generation 1%, Tb PFK inh -24%, Eya2 phos inh -27% and TCR act 4%.
